# OTUD3 block – inhibitors of human OTUD3 deubiquitinase; inhibition, % at 25 µM; hit rate 0.7% among 47,000; Q5T2D3; purified OTUD3, Ub-rhodamine fluorescence, 2 h
# UCHL1 inh – inhibitors of human UCHL1 deubiquitinase; purified UCHL1, Ub-rhodamine cleavage fluorescence; inhibition, % at 20 µM; hit rate 0.2% among 47,000; AID 1645859
# Target sequence (P09936 whole entry, looked up): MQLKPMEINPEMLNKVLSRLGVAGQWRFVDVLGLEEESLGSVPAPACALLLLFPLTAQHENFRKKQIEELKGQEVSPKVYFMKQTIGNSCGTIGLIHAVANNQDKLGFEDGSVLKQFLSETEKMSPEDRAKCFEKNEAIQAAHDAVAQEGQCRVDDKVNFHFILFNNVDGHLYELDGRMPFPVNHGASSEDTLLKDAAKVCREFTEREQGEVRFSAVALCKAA
# USP30 block – human USP30 deubiquitinase inhibition | Q70CQ3 | purified USP30, Ub-rhodamine cleavage fluorescence | inhibition, % at 25 µM | hit rate 5.3% among 47,000
# USP28 inh – human USP28 deubiquitinase inhibition; purified USP28, Ub-rhodamine cleavage fluorescence, 30 min; inhibition, % at 25 µM; hit rate 3% among 47,000; AID 1645857
# USP7 inh – blocks human USP7 ubiquitin-rhodamine cleavage. Q93009. purified USP7, Ub-rhodamine cleavage fluorescence. inhibition, % at 20 µM. hit rate 0.3% among 47,000. AID 1645854
# USP10 inh – human USP10 deubiquitinase inhibition. hit rate 1.1% among 47,000. purified USP10, Ub-rhodamine fluorescence, 60 min. inhibition, % at 20 µM
# Target sequence (Q14694 whole entry, looked up): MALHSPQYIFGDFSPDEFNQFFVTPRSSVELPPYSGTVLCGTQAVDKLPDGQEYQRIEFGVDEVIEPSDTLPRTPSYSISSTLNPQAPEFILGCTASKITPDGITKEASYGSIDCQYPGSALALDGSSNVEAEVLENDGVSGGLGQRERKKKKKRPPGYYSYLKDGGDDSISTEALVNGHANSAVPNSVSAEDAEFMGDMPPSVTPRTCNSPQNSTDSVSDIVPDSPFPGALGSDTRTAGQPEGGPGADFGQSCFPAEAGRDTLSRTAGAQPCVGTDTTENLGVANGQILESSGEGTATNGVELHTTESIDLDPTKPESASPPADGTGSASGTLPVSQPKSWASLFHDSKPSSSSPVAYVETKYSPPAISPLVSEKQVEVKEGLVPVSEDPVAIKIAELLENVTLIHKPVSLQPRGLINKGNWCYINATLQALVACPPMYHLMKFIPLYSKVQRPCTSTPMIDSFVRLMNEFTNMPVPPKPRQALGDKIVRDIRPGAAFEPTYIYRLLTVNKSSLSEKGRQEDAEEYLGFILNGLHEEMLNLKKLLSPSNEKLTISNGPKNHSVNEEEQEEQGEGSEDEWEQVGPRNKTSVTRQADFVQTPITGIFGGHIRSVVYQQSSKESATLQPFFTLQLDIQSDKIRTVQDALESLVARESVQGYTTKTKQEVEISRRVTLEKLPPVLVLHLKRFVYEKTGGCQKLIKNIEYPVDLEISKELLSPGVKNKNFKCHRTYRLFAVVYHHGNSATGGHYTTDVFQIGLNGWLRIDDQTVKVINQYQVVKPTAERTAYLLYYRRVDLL
# USP17 inh – human USP17-like deubiquitinase inhibition | A8MUK1 | purified USP17, Ub-rhodamine cleavage fluorescence, 3 h | inhibition, % at 50 µM | hit rate 6.5% among 47,000
# USP8 inh – human USP8 deubiquitinase inhibition; purified USP8, Ub-rhodamine cleavage fluorescence, 30 min; inhibition, % at 20 µM; AID 1645853; hit rate 4.2% among 47,000
# * = called active by the depositor; x = not tested or not shown. No stated cut-off is given here; in the data, active means inhibition above about 30%; inactive means the rest.
SMILES,OTUD3 block,UCHL1 inh,USP30 block,USP28 inh,USP7 inh,USP10 inh,USP17 inh,USP8 inh
O=C(CCCCCn1c(=O)[nH]c2ccccc2c1=O)N1CCN(c2ccccc2)CC1,15,0,29,11,4,1,1,14
COc1ccc(OC)c(NC(=O)COC(=O)c2ccccc2Nc2ccccc2)c1,13,1,27,11,9,10,27,22
CC1Cc2ccccc2N1CC(=O)N1CCN(S(=O)(=O)c2ccc(Cl)cc2)CC1 (centres undefined),-27,-6,-103,-25,-9,-4,-13,4
Cc1cccc(CC(=O)Nc2c(C)nc3ccc(Cl)cn3c2=O)c1,0,-1,2,-5,0,-2,x,-1
COc1cccc(CN2CCC3(CC2)OC(C(=O)N2CCCCC2)Cn2ccnc23)c1 (centres undefined),0,-2,0,-7,1,-2,-22,-124
O=C(COc1nsnc1N1CCOCC1)Nc1ccccc1F,81*,-2,11,6,0,2,16,12
CC(=O)c1ccc(Cc2ncc(C(F)(F)F)cc2Cl)s1,8,7,0,61*,-1,-1,4,6
Cc1cn2c3c(=O)n(C)c(=O)n(C)c3nc2n1Cc1ccccc1,2,-3,-1,-3,0,0,-19,-1
COc1ccc(N2CCCS2(=O)=O)cc1NC(=O)COc1ccccc1,-4,-1,0,-3,-1,3,9,13
CN(C(=O)c1cccc2cccnc12)c1ccccc1,3,-1,x,x,2,-3,22,-8
CC1CCCCN1c1nc2c(c(=O)[nH]c(=O)n2C)n1Cc1ccccc1 (centres undefined),8,2,15,3,-5,0,-18,-2
Cc1ccc(C)c(NC(=O)CSc2nnc(-c3cccnc3)o2)c1,9,1,12,11,5,1,17,0
CC(C)N1CCN(Cc2cn3cc(F)ccc3n2)CC1,-8,0,-42,-12,3,-6,-7,-139
COc1ccc(F)cc1-c1ccccc1CC1CN(S(C)(=O)=O)CCNC1=O (centres undefined),-5,-3,-7,-11,-1,-1,-7,-3
O=C(NCCCO)c1cc(-c2ccn(C3CCCC3)n2)n2ccccc12,-94,-48,-451,-97,-128,-9,-85,-94
Cc1ncc(-c2ccccn2)c(-c2ccc(CNC(=O)c3cccnc3)cc2)n1,-11,-10,-35,-20,-8,-7,-25,-18
O=C(NCC1CC1)[C@H]1CO[C@H]2CCN(Cc3ccoc3)C[C@H]2C1,3,0,3,4,3,0,-11,-94
Cc1ccc(-c2nc(CN3CCC(C(=O)NCc4ccccc4F)CC3)no2)cc1,2,-5,-25,-3,0,-5,3,0
CCCCN1CC(C(=O)Nc2ccc(C(=O)Nc3cccc(Br)c3)cc2)CC1=O (centres undefined),-6,2,-2,0,1,0,24,-15
c1coc(-c2nc(CN3CCOC(Cn4cccn4)C3)cs2)c1 (centres undefined),-21,0,-130,-37,-5,-3,-38,-24
COc1ccc(CCNC(=O)c2cnc3c(-c4cccc(C)c4)c(C)nn3c2C)cc1OC,-4,5,-17,39*,6,-1,0,3
CC(=O)N1CCC(c2cc(-c3cc(F)ccc3C(=O)O)nc(C)n2)C1 (centres undefined),9,3,13,9,7,0,6,12
Cc1nn2c(S(=O)(=O)NCc3cc(F)cc(F)c3)c(C)nc2s1,9,0,11,7,3,-2,16,10
COc1ccccc1C(=O)NCCS(=O)(=O)N1CCN(c2ccc(F)cc2)CC1,10,2,7,5,-24,0,2,-9
CC(=O)Nc1nsc(N2CCC(C(=O)N3CCN(c4cccc(Cl)c4)CC3)CC2)n1,-7,-5,1,-9,-2,-1,-13,-26
COc1cccc(CNC(=O)c2ccc3c(=O)nc4c(-c5ccccc5)n[nH]n4c3c2)c1,-13,-4,-82,-30,8,17,5,72*
O=C(NC1CCN(Cc2ccccc2)CC1)c1cc2cn(C3CC3)cc2s1,-35,-6,-157,-34,-26,-7,-2,31*
O=C(O)CC(NS(=O)(=O)c1cc(S(=O)(=O)NC(CC(=O)O)c2ccccc2)c2cccc3c2c1NC3=O)c1ccccc1 (centres undefined),17,-2,-19,19,-4,-8,-4,-16
O=c1[nH]c2ccc(NCc3ccccc3OCc3ccc(Cl)cc3)cc2[nH]1,4,9,31*,37*,-58,11,27,-148
CCc1ccc(NC(=O)N2CCC3(CC2)COCCN(Cc2cccnc2)C3)cc1,-4,3,-29,0,2,-7,-5,3
O=C(N[C@H]1CO[C@H]2[C@@H]1OC[C@@H]2Nc1nccc(C2CCCC2)n1)c1ccc2c(c1)OCO2,-18,-3,-50,-3,3,-7,-3,22
Cc1ccc(NCc2cc3c(C(C)(C)C)nn(-c4ccc(Cl)cc4)c3[nH]c2=O)cc1C,14,-1,3,-4,4,9,43*,88*
COc1ccc(C(C)=O)cc1COC(=O)c1ccccc1OCc1ccc(Cl)cc1Cl,8,9,x,x,3,2,5,-1
COc1ccc(-c2nc3cnc(Br)cn3c2Nc2ccc3c(c2)OCO3)cc1,-89,-4,-328,-44,0,-4,-35,2
Cc1ccc(NC(=O)Nc2cccc(-c3ccc(N4CCOCC4)nn3)c2)cc1,17,0,15,18,5,1,18,21
COc1ccc(-c2ncc3c(=O)n(Cc4ccccn4)c(=O)n(C)c3n2)cc1,0,-4,-1,-6,-3,-7,-4,-12
COc1cc(C)ccc1OCC(=O)N1CCCC(c2[nH]nc3nccnc23)C1 (centres undefined),-7,-3,-15,-17,-3,-1,-19,-6
O=C(CC1(O)C(=O)N(Cc2cccc3ccccc23)c2ccccc21)c1ccc2ccccc2c1 (centres undefined),3,4,1,12,6,2,6,1
CC1=CCC2C3(C)C=CC(=O)C(C)(C)C3CCC2(C)C12Cc1c(c(C)c(C)oc1=O)O2 (centres undefined),-26,-2,-3,-16,1,-3,-7,-6
CC(C)(Oc1ccc(Cl)cc1)C(=O)N1CCN(C(=O)c2ccco2)CC1,0,1,-2,9,-6,-2,-27,-36
CN1CCc2c(sc3nc(SCCc4ccccc4)n(-c4ccccc4)c(=O)c23)C1,-39,-6,-152,-46,-11,-13,42*,-9
COc1cccc(-c2nccnc2C2CCCN(CC(N)=O)C2)c1 (centres undefined),0,0,2,-10,0,3,0,-3
CC(C)(C)N=C1Nc2ccccc2NC12CCCN(C(=O)c1cccnc1)C2 (centres undefined),-25,-1,-89,-23,-26,-7,x,9
CCOc1ccc(-c2nc(CN3C(=O)NC4(CCCC4)C3=O)cs2)cc1,-14,0,-30,-10,-8,-4,12,-3
CN(C)CC(=O)N1CCc2nc3ccccc3n2CC1,3,1,0,1,4,5,2,0
Cc1ccc(Cl)cc1NC(=O)CCCn1cc([N+](=O)[O-])cn1,0,0,0,-2,-6,3,-18,-101
O=C(CC1N=C(N2CCN(c3ccccc3)CC2)NC1=O)Nc1ccccc1 (centres undefined),16,-1,16,6,2,0,29,3
FC(F)(F)Oc1ccccc1-c1nnc(-c2ccccn2)o1,0,-1,-18,0,-2,-2,4,-3
CCN1C(=O)[C@H]2CN(CCOC)C[C@H]2C12CCN(C(=O)c1cccnc1)CC2,-1,-3,-12,-10,-2,-1,-14,-73
CCOc1cccc(N(C(=O)c2cnccn2)C(C(=O)Nc2ccc(F)cc2)c2ccccc2C)c1 (centres undefined),-4,6,-9,-5,3,2,-12,-2
C1CCC(NC2=NCCNC23CCOCC3)CC1,23,2,26,6,4,1,18,3
COc1ccccc1C(=O)Nc1cc(-c2ccc(F)c(F)c2)no1,10,0,44*,9,3,9,33*,17
Cc1ccc(NC(=O)NCCN2CCc3ccccc3C2)cc1,9,1,16,24,-1,2,5,5
COCCn1c(C)c(C)c(S(=O)(=O)c2ccccc2)c1NC(=O)c1ccccc1C,-2,-4,-7,-5,-20,0,-10,0
CNc1nc(C(N)=O)c(NC(=O)c2ccc(C)c(F)c2)s1,-9,-3,-3,-3,2,15,-2,9
CCc1cc2c3c([nH]c2cc1S(=O)(=O)NCc1ccccc1)CCCC3=O,-9,2,-31,11,-3,4,-17,-23
N#Cc1cccc(NS(=O)(=O)c2ccc3c(c2)OCCO3)c1,6,-1,14,12,2,1,7,5
COCCNC(=O)c1ccc2c(c1)nc1n2CCN(C2CCCCC2)C1=O,2,0,7,4,2,0,7,4
O=S(=O)(c1cccnc1)N1C[C@H](OCC2CC2)[C@H]2OCCC[C@H]21,-2,1,-15,-5,1,3,-22,-87
Cc1ccc(Cl)cc1NC(=O)CC1=NS(=O)(=O)c2ccccc2N1,-9,0,-9,-11,1,3,7,-8

# Some of these compounds in order of heavy-atom count, descending:
SMILES,OTUD3 block,UCHL1 inh,USP30 block,USP28 inh,USP7 inh,USP10 inh,USP17 inh,USP8 inh
CCOc1cccc(N(C(=O)c2cnccn2)C(C(=O)Nc2ccc(F)cc2)c2ccccc2C)c1 (centres undefined),-4,6,-9,-5,3,2,-12,-2
CN1CCc2c(sc3nc(SCCc4ccccc4)n(-c4ccccc4)c(=O)c23)C1,-39,-6,-152,-46,-11,-13,42*,-9
CC(C)(C)N=C1Nc2ccccc2NC12CCCN(C(=O)c1cccnc1)C2 (centres undefined),-25,-1,-89,-23,-26,-7,x,9
COCCNC(=O)c1ccc2c(c1)nc1n2CCN(C2CCCCC2)C1=O,2,0,7,4,2,0,7,4
CCOc1ccc(-c2nc(CN3C(=O)NC4(CCCC4)C3=O)cs2)cc1,-14,0,-30,-10,-8,-4,12,-3
COc1cccc(-c2nccnc2C2CCCN(CC(N)=O)C2)c1 (centres undefined),0,0,2,-10,0,3,0,-3
O=S(=O)(c1cccnc1)N1C[C@H](OCC2CC2)[C@H]2OCCC[C@H]21,-2,1,-15,-5,1,3,-22,-87
N#Cc1cccc(NS(=O)(=O)c2ccc3c(c2)OCCO3)c1,6,-1,14,12,2,1,7,5
CNc1nc(C(N)=O)c(NC(=O)c2ccc(C)c(F)c2)s1,-9,-3,-3,-3,2,15,-2,9
CN(C)CC(=O)N1CCc2nc3ccccc3n2CC1,3,1,0,1,4,5,2,0
C1CCC(NC2=NCCNC23CCOCC3)CC1,23,2,26,6,4,1,18,3

# Other compounds follow:
SMILES,OTUD3 block,UCHL1 inh,USP30 block,USP28 inh,USP7 inh,USP10 inh,USP17 inh,USP8 inh
O=C(Nc1ccccc1)N1C2CCC(O)(CC2)C1CN1CCOCC1 (centres undefined),-5,-4,-11,-9,0,0,-13,4
O=C(NCCCN1CCC(Cc2ccccc2)CC1)C1CCCN(S(=O)(=O)N2CCC3(CC2)OCCO3)C1 (centres undefined),5,2,29,4,6,-4,0,9
COc1ccc(-c2nc3c(c(SC(C)C(=O)Nc4ccccc4OC)n2)COC(C)(C)C3)cc1 (centres undefined),9,4,24,5,7,5,0,10
Cc1noc(-c2nn(C)c3c2CN(C(=O)C(C)Oc2ccc(Cl)cc2)CC3)n1 (centres undefined),4,2,-1,3,1,-4,2,4
COc1cccc(C(=O)N2CCCn3cnc(CN4CCCC4=O)c3C2)c1,-11,-1,-8,-5,-2,0,-33,-218
O=c1cc(CS(=O)(=O)c2ccccc2)nc(-c2ccncc2)[nH]1,4,4,17,15,4,-1,5,19
C[C@]12C(=O)N(Cc3ccco3)CC(=O)N1CC(c1ccc(Cl)cc1)c1c2[nH]c2ccccc12 (some centres undefined),-2,13,-51,3,-120,0,31*,-14
CCn1c(C(=O)O)c(CNCc2ccc(Cl)cc2)c2ccc(C)cc21,-16,-5,-13,-8,-69,-4,-11,-4
O=C(C1CCCC1)N1CCCN(Cc2noc(-c3ccccc3)n2)CC1,-8,-3,-33,-9,-2,-3,-23,-11
O=C1CCCC2=C1C(c1ccc(C(=O)O)cc1)n1ncc(C(=O)Nc3ccc(F)cc3)c1N2 (centres undefined),-4,-5,-87,-4,-6,-6,-24,-7
CNc1nc2c(c(=O)n1Cc1ccccc1)CN(C(=O)Nc1ccc(C#N)cc1)CC2,7,4,24,12,-1,4,13,15
O=C(Nc1cccnc1)C1CCN(c2ccc([N+](=O)[O-])cn2)CC1,0,-2,0,-7,-5,-1,-35,0
CC(=O)N1C[C@H]2C3(CCN(C(=O)c4cc(C)on4)CC3)CC[C@@]2(C(=O)N(C)C)C1,5,0,0,-1,3,0,6,-8
COc1ccc(C(=O)NCCCOc2cccc(NC(C)=O)c2)cc1,1,-4,3,3,-1,0,0,0
CCn1nccc1C1CCCN1S(=O)(=O)c1ccccc1[N+](=O)[O-] (centres undefined),-1,-3,0,-7,-2,-3,-22,-174
c1ncc(-c2ccc(-c3noc([C@@H]4CCCN4C4CCOCC4)n3)cn2)cn1,-4,-2,-60,-11,-12,0,-46,-21
NC(=O)c1ccccc1OCC(=O)N1CCCC1c1ccc2c(c1)OCCCO2 (centres undefined),3,0,-219,0,1,3,-2,-7
COc1ccc(NC(C)=O)cc1CNC(=O)CSc1nc2ccccc2[nH]1,-3,-4,3,-6,1,2,0,-13
COC(=O)N1CCC2(CC1)NC(=O)c1ccccc12,2,0,9,6,4,0,0,-9

# Compound activity deposited in PubChem BioAssay by Dana-Farber Cancer Institute and Novartis Institutes for BioMedical Research (Cambridge, Mass).

# This is a random part of the collection. About 13% of those tested had a hit in this group.
